# Rab9 promoter act – Rab9 promoter activation. Huh7 Rab9 promoter-luciferase reporter, luminescence, 24 h. Potency, µM (titrated, usually from 9.22 µM), for the others: at the highest dose activation, negative = inhibition, hits mostly activators. 320,000 tested, 2.8% active. AID 485297; further: % of control where 0% means no effect; nearly all actives have a fitted effect of over 60% in size
#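 Using Huh7 cells stably transfected with Rab9 promoter–luciferase, compounds were incubated 24 h at 37 °C, 5% CO2; luciferase luminescence was read 10 min after reagent addition.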
# RORgamma inh – inhibitors of mouse ROR gamma transcriptional activity; P51450; Drosophila S2 Gal4-RORgamma UAS-luciferase reporter, 20 h; Potency, µM (titrated, usually from 53.6 µM), for inactives: top-dose activity change, negative = inhibition, hits mostly inhibitors; 310,000 tested, 5.4% active; AID 2551; further: on the % scale 0 is the no-effect control and ±100 the full control effect; nearly all actives have a fitted effect of over 60% in size
# Target sequence (P51450 whole entry, looked up, the tested form may be a part): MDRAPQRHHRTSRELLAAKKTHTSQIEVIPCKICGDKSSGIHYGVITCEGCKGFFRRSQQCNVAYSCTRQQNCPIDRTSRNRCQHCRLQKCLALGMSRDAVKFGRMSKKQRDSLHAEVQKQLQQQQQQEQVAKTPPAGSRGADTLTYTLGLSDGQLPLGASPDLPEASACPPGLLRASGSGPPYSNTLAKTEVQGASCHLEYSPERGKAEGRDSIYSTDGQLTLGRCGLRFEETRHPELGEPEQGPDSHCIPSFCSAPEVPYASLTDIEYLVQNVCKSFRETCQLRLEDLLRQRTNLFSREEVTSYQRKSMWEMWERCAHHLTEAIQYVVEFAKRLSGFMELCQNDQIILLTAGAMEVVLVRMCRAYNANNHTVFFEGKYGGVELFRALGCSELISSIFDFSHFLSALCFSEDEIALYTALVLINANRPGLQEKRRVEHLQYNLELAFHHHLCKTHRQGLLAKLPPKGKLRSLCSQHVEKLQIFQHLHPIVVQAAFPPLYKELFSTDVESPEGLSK
#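 Drosophila S2 cells stably expressing Gal4-DBD/mouse RORγ fusion under metallothionein promoter plus UAS-luciferase; compound 1 h, then 700 uM CuSO4 induction for 20 h at ambient temperature; inhibition read as reduced luminescence.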
# ELG1 genotox – inducers of genotoxicity in HEK293T ELG1-luciferase cells | HEK293T ELG1-luciferase reporter, luminescence, 16 h | Potency, µM (highest dose often 46 µM), without a hit: at the top dose activity change, positive = activation, actives largely listed as activators | 330,000 tested, 1.3% active; further: % of control where 0% means no effect; nearly all actives have a fitted effect of over 60% in size
#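 HEK293T cells expressing luciferase-tagged ELG1 were treated with compound or DMSO for 16 hr at 37°C. Luciferase activity was then read after 30 min with ONE-Glo at room temperature; rising signal flags genetic stress.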
# Gal4-VP16 FLuc – Gal4-VP16 reporter inhibition counter-screen | Drosophila S2 Gal4-VP16 UAS-luciferase, luminescence, 20 h | Potency, µM (top dose mostly 53.6 µM), for the others: at the top dose activity, negative = inhibition, actives largely listed as inhibitors | 310,000 tested, 3.5% active;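 further: Gal4-VP16 expression switched on by copper sulfate through the metallothionein promoter; on the % scale 0 is the no-effect control and ±100 the full control effect; nearly all actives have a fitted effect of over 50% in size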
# MBNL1-CUG inh – blocks human MBNL1 binding to CUG repeat RNA; Potency, µM (series often up to 57.5 µM), for inactives: at the highest dose activity change, negative = inhibition, usual class: inhibitors; 280,000 tested, 0.036% active; AID 2675; TR-FRET MBNL1-His/biotin-(CUG)12 binding, 665/545 ratio; active means well fitted inhibition curve with a large enough effect in the signal ratio, with a control signal flat, not every such curve was filed as active; inconclusive means small, poorly fitted or top-dose-only effect, or effect the other way, or a change in a side signal; inactive means no such curve, though single readings can be large or run the other way; the % refers to the signal ratio; further: on the % scale 0 is the no-effect control and ±100 the full control effect
# Target sequence (Q9NR56 whole entry, looked up): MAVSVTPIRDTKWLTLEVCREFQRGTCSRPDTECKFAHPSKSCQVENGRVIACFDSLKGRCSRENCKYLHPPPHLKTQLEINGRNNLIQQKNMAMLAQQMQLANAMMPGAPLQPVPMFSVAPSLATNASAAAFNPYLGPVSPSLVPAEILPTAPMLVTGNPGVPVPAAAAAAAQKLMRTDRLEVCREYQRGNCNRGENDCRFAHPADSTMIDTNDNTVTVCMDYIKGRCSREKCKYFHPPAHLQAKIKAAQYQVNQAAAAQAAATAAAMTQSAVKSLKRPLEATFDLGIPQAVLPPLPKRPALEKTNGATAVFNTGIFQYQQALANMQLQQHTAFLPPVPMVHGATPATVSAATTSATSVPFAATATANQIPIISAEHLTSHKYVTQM
#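 Compound titration spanned 92 nM–58 uM against the MBNL1-His/biotin-(CUG)12 complex. After 60 min at room temperature with 5 nM streptavidin-XL665 and 0.055 ng/ul terbium anti-His, ratiometric 665/545 nm emission (Ex 340 nm) normalized to controls.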
# MLL CXXC-DNA inh – blocks binding of human MLL CXXC domain to DNA | Q03164 | MLL-CXXC / FITC-HOXA9 DNA fluorescence polarization | Potency, µM (top dose mostly 115 µM), without a hit: top-dose activity change, negative = inhibition, actives largely listed as inhibitors | 290,000 tested, 0.037% active | AID 2662; active means well fitted inhibition curve with a large enough effect in the polarisation, with a control signal flat, not every such curve was filed as active; inconclusive means small, poorly fitted or top-dose-only effect, or effect the other way, or a change in a side signal; inactive means no such curve, though single readings can be large or run the other way; the % refers to the polarisation
#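 Purified MLL-CXXC (added from a 7 uM solution) was preincubated 5 min at ambient with pinned compounds in 50 mM Tris-HCl pH 7.5, 50 mM NaCl, 1 mM DTT, 0.05% BSA. Fluorescein-labeled HOX-A9 DNA (50 nM solution) followed, 30 min, then polarization read.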
# NPC1 prom act – activators of NPC1 promoter | Huh7 NPC1 promoter luciferase reporter, 24 h | Potency, µM (doses to about 9.22 µM), without a hit: top-dose activation, usual class: activators | 320,000 tested, 2.4% active | AID 485313;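 further: % of control where 0% means no effect; nearly all actives have a fitted effect of over 60% in size; reporter is driven by a mutant NPC1 promoter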
#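 Luminescence from an NPC1 promoter-driven luciferase reporter in stably transfected Huh7 cells was measured after 24 h compound treatment at 37 °C, followed by 10 min ambient incubation with luciferase detection reagent.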
# BRCA1 expr act – increases BRCA1 expression. MCF7-BRCA1-FFLuc reporter, luminescence, 48 h; response scale: scaled: vehicle 0%, 10 µM genistein 100%. AID 624202. 380,000 tested, 1.1% active. Potency, µM (series often up to 46.1 µM), without a hit: top-dose activation, hits mostly activators; further: nearly all actives have a fitted effect of over 80% in size; some results filed as inactive show a strong effect at the top dose
#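 First, MCF7-BRCA1-FFLuc cells (2000/well) attach for 2 h; next, compounds are pin-added and incubated 48 h at 37 °C; finally, luciferase reagent is added and luminescence read after 15 min.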
# p53 reactivation – re-activators of mutant p53 | H1299 p53-A138V BP100-luciferase reporter, luminescence, 24 h | Potency, µM (doses to about 92.2 µM), for the others: at the highest dose activity change, positive = activation, actives largely listed as activators | 320,000 tested, 0.063% active; further: % of control where 0% means no effect; nearly all actives have a fitted effect of over 45% in size
#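 H1299 (p53-null), stable ts p53-A138V + BP100-Luc; 1000 cells/well, Opti-MEM/10% FBS; cpd 4 pt, 1:5; 24 h, 37 deg C, 5% CO2; detection reagent 10 min RT; luminescence.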
# uPA surface inh – cell surface uPA generation inhibition; Potency, µM (titrated, usually from 38.3 µM), without a hit: at the highest dose activity change, negative = inhibition, usual class: inhibitors; 330,000 tested, 0.31% active; cell surface uPA generation assay, qHTS; active means well fitted inhibition curve with a large enough effect; inconclusive means small, poorly fitted or top-dose-only effect; inactive means no such curve, though single readings can be large or run the other way; tested in mouse RAW 264.7 cells; further: on the % scale 0 is the no-effect control and ±100 the full control effect; nearly all actives have a fitted effect of over 55% in size
# FLuc modulator – counter-screen for miR-21 project: firefly luciferase inhibitors or activators | AID 588342 | P08659 | 360,000 tested, 6.9% active | purified FLuc, Km substrates, luminescence inhibition | Potency, µM (doses to about 57.5 µM), inactives show top-dose activity change, negative = inhibition, most hits filed as inhibitors;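 further: plate controls were vehicle for no effect and reference inhibitor for full effect; nearly all actives have a fitted effect of over 55% in size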
#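 Purified P. pyralis luciferase (10nM final) with 10uM D-luciferin and 10uM ATP (Km levels) in 50mM Tris acetate pH 7.5, 10mM Mg acetate, 0.01% Tween-20, 0.05% BSA; qHTS 6-point titration, ~60 µM downward; luminescence read.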
# Starred values were filed as active, the others as inactive; ? = inconclusive; . = no result given; [ ] = dose if it differs, or a comment. Unless noted, the call rests on the fitted dose curve; in most records, active means well fitted curve in the direction sought with a large enough effect; inconclusive means small, poorly fitted or top-dose-only effect, or another doubt; inactive means no such curve, though single readings can be large; an effect the other way counts as inactive or inconclusive. Potency means the concentration at half of the fitted maximal effect. Not all compounds are listed; count on the stated rates, not on these rows.
SMILES,Rab9 promoter act,RORgamma inh,ELG1 genotox,Gal4-VP16 FLuc,MBNL1-CUG inh,MLL CXXC-DNA inh,NPC1 prom act,BRCA1 expr act,p53 reactivation,uPA surface inh,FLuc modulator
Cc1cc(-c2ccc(Cl)cc2)n2ncnc2n1,-4%,-1%,2%,0%,.,3%,-3%,-3%,0%,15%,0%
CCN(CC)S(=O)(=O)c1cccc(C(=O)NCCCn2ccnc2)c1,0%,-1%,-4%,-8%,-10%,1%,2%,-5%,1%,-2%,-2%
Cn1c(=O)[nH]c(=O)c2c1nc(Br)n2C/C=N/Nc1ccccc1,-6%,?,12%,-3%,-1%,19%,2%,-41%,-2%,0%,-4%
O=C(NC1CCN(C(=S)Nc2ccc(F)cc2)CC1)C1CCCCC1,1%,1%,-1%,9%,-1%,4%,-1%,-3%,-7%,-6%,2%
Cc1cccc(Nc2ccc(NCc3ccccc3)nn2)c1,?,-15%,1%,-9%,?,2%,?,?,22%,-3%,15µM*
COc1ccc2[nH]c(C(=O)Nc3ccc(F)cc3Br)cc2c1,-3%,2%,0%,5%,.,0%,-29%,-28%,6%,1%,-12%
CC(=O)N1CCCc2cc(S(=O)(=O)N(C)Cc3ccccc3)ccc21,-13%,?,-13%,?,11%,-6%,0%,0%,-23%,-2%,0%
CC(C)C(=O)Nc1nnc(CSCc2ccccc2F)s1,20%,22%,-1%,-1%,10%,8%,-1%,-20%,27%,2%,2%
COc1ccc(/C=C/C2=NNC(=O)CC2)cc1,2.8µM*,-14%,?,-22%,.,-2%,27%,56%,19%,-4%,?
O=S(=O)(Nc1nc2ccccc2nc1Nc1cccc(S(=O)(=O)N2CCCCC2)c1)c1ccccc1,-14%,?,-6%,13µM*,5%,7%,-6%,-83%,-5%,-3%,2%
O=C(CCCOc1ccccc1)N1CCc2ccccc2C1,23%,?,21µM*,8%,0%,-2%,29%,?,?,6%,24µM*
CC(C)C(C(=O)NC(C)(C)C)N(CCN1CCOCC1)C(=O)CNS(=O)(=O)c1ccccc1 (stereo not given),?,-11%,-1%,-4%,-9%,8%,-3%,3%,0%,-16%,0%
CCCNC(=O)c1[nH]c(C)c(C(C)=O)c1C,-2%,-16%,-3%,-10%,-8%,2%,-2%,-32%,-3%,2%,3%
O=S(=O)(Nc1ccccn1)c1ccc(-n2cccn2)cc1,2%,-4%,1%,-1%,-3%,16%,0%,-4%,-3%,15%,1%
COc1ccc2c(c1)CCC(C)N2S(=O)(=O)c1ccc(C2CNC(=O)C2)cc1 (stereo not given),-6%,-7%,-1%,0%,12%,12%,-2%,-8%,4%,-11%,2%
COc1ccc(-n2cc(CNCC3CC(=O)N(C4CC4)C3)c(-c3ccccc3Cl)n2)cc1 (stereo not given),-4%,?,-5%,?,-13%,-4%,-1%,-19%,0%,0%,?
COc1ccc2c(c1)CCc1c-2n[nH]c1C(=O)O,9%,-10%,2%,-11%,6%,6%,-1%,-2%,4%,4%,11µM*
Cc1ccc(C)c(N2CCN(C(=O)c3cc(S(=O)(=O)N4CCOCC4)ccc3F)CC2)c1,-9%,1%,-2%,-2%,.,0%,-3%,-30%,-2%,-2%,3%
Cc1c(NC(=O)COC(=O)C2=COCCO2)cccc1[N+](=O)[O-],-2%,.,-2%,.,.,.,2%,5%,2%,-9%,4%
Cc1ccc(NC(=S)NNC(=S)Nc2cccc(C(F)(F)F)c2)cc1,1%,-1%,0%,-6%,-5%,-13%,-5%,1%,-1%,-2%,?
CC(=O)N1N=C(c2cccc(Cl)c2)OC1c1ccc(C(C)C)cc1 (stereo not given),23%,?,18µM*,23%,0%,0%,17%,-2%[1.84 µM],17%,1%,24µM*
O=C(/C=C/c1ccccc1Cl)Nc1ccc(-c2nnc3n2CCCCC3)cc1,-4%,?,-7%,-16%,5%,-6%,-2%,-8%,-7%,7%,-18%
COc1ccccc1NS(=O)(=O)c1cccc(NC(=O)NCCCl)c1,-7%,7%,-9%,-1%,-1%,-11%,-2%,-28%,0%,-3%,-1%
O=c1oc(C2(O)CCCCC2)cc2ccc(/C=C/c3ccc(F)cc3)cc12,-5%,.,1%,.,.,.,-1%,-1%,12%,-17%,-8%
CCOC(=O)c1ccccc1N/C=C1\CCCC1=O,7%,-10%,-8%,-7%,12%,3%,0%,2%,-4%,-5%,0%
COc1ccc(NC2CCCN(C(=O)COc3ccc(Cl)cc3C)C2)cc1OC (stereo not given),1%,11%,-11%,?,9%,5%,-4%,-21%,-4%,-3%,2%
CCCNc1sc(S(=O)(=O)CCC)nc1S(=O)(=O)c1ccc(C)cc1,-2%,18%,0%,7%,-8%,-7%,7%,-6%,-1%,?,-4%
CC1CCN(C(=O)c2ccc([N+](=O)[O-])o2)CC1,-1%,-13%,-5%,4%,?,6%,-1%,-30%,14%,-7%,-2%
CC(C)CNC(=S)N1CCC(C(=O)c2ccc3c(c2)OCCO3)CC1,-1%,-15%,-5%,1%,-1%,0%,-2%,-14%,-3%,-8%,-13%
Cc1cc2c(=O)n(Cc3ccco3)c(SCC(=O)NCc3ccco3)nc2s1,-8%,-37%,3%,4%,14%,3%,1%,-5%,5%,2%,-2%
Cc1nn(C)c(Cl)c1/C=N/OC(=O)c1ccc(F)cc1,1%,20%,0%,-7%,-4%,-3%,-2%,-7%,9%,2%,17µM*
COc1ccc(CNC(=O)c2noc(C)c2[N+](=O)[O-])cc1,-1%,-2%,0%,-4%,?,12%,-1%,1%,5%,-6%,0%
CC(C)(C)NC(=O)COC(=O)c1ccc(S(=O)(=O)N2CCCC2)cc1,0%,-1%,0%,-2%,-4%,4%,-7%,7%,0%,6%,-1%
CCOc1ccc(C(=O)CCC(=O)N2CCN(S(=O)(=O)c3cccc(F)c3)CC2)cc1,-6%,.,-1%,.,.,.,2%,2%,-7%,2%,1%
COc1ccc(Nc2nccc(-c3ccc([N+](=O)[O-])cc3)n2)cc1,-1%[1.84 µM],0%,0%,-7%,13%,-48%,1%,5%,0%,-7%,-6%
CCSc1nc(N)c2c3c(sc2n1)CCC3,16%,31%,?,-4%,42%[activator],-2%,28%,8%,10%,-3%,?
O=C1OC(Nc2ccc3c(c2)OCO3)c2ccccc21 (stereo not given),-8%,?,28%,15%,-7%,-18%,-6%,-91%,?,-9%,2%
COc1ccc(CCNc2c(N)n(Cc3ccccc3)c(=O)[nH]c2=O)cc1OC,-5%,-15%,4%,7%,17%,-12%,0%,-32%,-4%,-5%,-1%
CC(C)(C)CC(=O)NCCc1csc(-c2ccccc2)n1,14%,15%,2%,15%,9%,0%,23%,55%,12%,-4%,?
CSc1nnc2ccc(-c3cccs3)nn12,-5%,-11%,2%,20%,?,-3%,-4%,-4%,7%,1%,-3%
O=C(Nc1nccs1)c1ccccc1Br,27%,-15%,7%,-3%,-1%,9%,6%,20%,.,11%,?
CC(C)(C)c1ccc(OCCC(=O)OCC(=O)NC2CCS(=O)(=O)C2)cc1 (stereo not given),-6%,.,0%,.,.,.,-4%,4%,4%,2%,?
NC(=O)C1(N2CCCCC2)CCN(C(=S)Nc2cccc(Cl)c2)CC1,-6%,2%,-4%,-12%,-18%,-5%,-3%,-4%,-8%,-5%,-1%
Cc1ccc(S(=O)(=O)Oc2ccccc2N2C(=O)C3CC=CCC3C2=O)cc1 (stereo not given),-8%,-1%,-1%,0%,-4%,-11%,4%,-33%,-5%,.,-1%
Cc1ccn2c(NC(C)(C)C)c(-c3cccs3)nc2c1,-12%,11µM*,-6%,-17%,24%,0%,-6%,0%,-5%,3%,?
COc1ccc(Cl)cc1S(=O)(=O)N(C)CC(=O)NCCCn1ccnc1,6%,1%,0%,1%,-5%,0%,3%,-3%,-2%,-1%,1%
CCN(CC)CCNC(=O)c1cc2c(=O)n(C)c3ccccc3c2s1,-4%,-24%,8%,-10%,?,?,1%,-29%,-7%,-13%,-1%
COc1cccc(C(=O)N2CCN(Cc3ccccn3)CC2)c1OC,2%,12%,0%,-28%,-5%,3%,3%,-18%,0%,5%,1%
COc1ccc(C(C)NC(=O)CC23CC4CC(CC(C4)C2)C3)cc1 (stereo not given),0%,-24%[1.91 µM],-8%,0%,-1%,2%,2%,-17%,.,11%,1%

# Screening results deposited in PubChem BioAssay by National Center for Advancing Translational Sciences (NCATS).
